# TbREL1 inh: TbREL1 RNA ligase inhibitors, primary screen, biochemical, FRET fluorescence; RNA-editing ligase 1, mitochondrial (Trypanosoma brucei brucei), P86926; TbREL1 RNA ligation; inhibition, % at 9.66 µM; 0.49% of 89,000 active;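 active means inhibition above the mean inhibition across all screened compounds plus 3 SD, cut at about 11% in these data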;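 further: 0% = plate median of test wells and 100% = NSC42067 control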
# Target sequence (P86926 whole entry, looked up): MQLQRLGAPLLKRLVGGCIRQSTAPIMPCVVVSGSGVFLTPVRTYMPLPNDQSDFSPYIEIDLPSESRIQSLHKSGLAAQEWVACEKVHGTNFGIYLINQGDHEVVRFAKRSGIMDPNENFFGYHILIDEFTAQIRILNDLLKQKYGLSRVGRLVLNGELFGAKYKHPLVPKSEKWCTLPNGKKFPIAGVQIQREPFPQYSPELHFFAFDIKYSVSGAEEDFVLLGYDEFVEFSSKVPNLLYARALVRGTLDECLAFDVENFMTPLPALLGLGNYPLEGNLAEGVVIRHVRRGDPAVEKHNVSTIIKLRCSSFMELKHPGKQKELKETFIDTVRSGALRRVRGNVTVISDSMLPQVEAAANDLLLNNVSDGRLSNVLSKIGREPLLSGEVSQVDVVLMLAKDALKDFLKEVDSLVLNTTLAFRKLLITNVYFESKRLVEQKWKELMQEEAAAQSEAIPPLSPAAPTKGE
# An asterisk follows results filed as active. Only part of the results is shown, so the mix of outcomes need not match the whole.
SMILES,TbREL1 inh
C[C@H](CO)N1C[C@H](C)[C@@H](CN(C)S(=O)(=O)c2ccccc2)Oc2c(cccc2N(C)C)C1=O,-2
CCN(C(=O)CSc1nnc(-c2c[nH]c3ccccc23)n1C1CC1)C1CCS(=O)(=O)C1 (stereo not given),-4
CCCCn1nnnc1C(c1ccccc1)N1CCN(C(C)=O)CC1 (stereo not given),4
Cc1ccc(NC(=O)COC(=O)c2ccco2)cc1C,1
Cc1c(CCO)c(=O)[nH]n1C(=O)c1ccc(F)cc1,-3
CCOc1ccc(CCNC(=O)C2CC(=O)N(C3CCCC3)C2)cc1OCC (stereo not given),3
Cc1ccnc(NC(=O)CCC(=O)N(CC(=O)NCc2ccccc2)Cc2ccco2)c1,1
O=C(COc1cccc2ccccc12)NNC(=O)[C@@H]1CCCC[C@@H]1C(=O)O,5
CCOC(=O)C(=CNc1ccc2c(c1)nnn2-c1ccc(Cl)cc1)C(=O)OCC,-1
CCc1ccc(N2CC(C(=O)OCC(=O)c3c(N)n(CC(C)C)c(=O)n(C)c3=O)CC2=O)cc1 (stereo not given),4
COC(=O)c1ccc(N2CCOCC2)c(NC(=O)c2cc3ccccc3o2)c1,1
Cc1ccc(-c2n[nH]c(=S)c3ccccc23)cc1,2
CCN1C(=O)[C@H]2[C@@H](c3ccc(Cl)cc3)N3C(=O)CN(CC4CC4)C(=O)[C@@]3(Cc3ccccc3)[C@H]2C1=O,-3
Cc1cc(C(=O)Nc2ccc3nc(C)sc3c2)c2ccccc2n1,-7
Cc1[nH]c(C)c(S(=O)(=O)Nc2ccccc2Cl)c1C(=O)N1CCCC1,2
Cc1cc(C)c2[nH]c(=O)c(CN(Cc3ccco3)C(=S)NCC3CCCO3)cc2c1 (stereo not given),4
N/C(=N\OC(=O)c1cccnc1)c1ccccc1Cl,1
COCCCN1C(=O)C(O)=C(C(=O)c2ccco2)C1c1ccccc1 (stereo not given),0
C[C@@H]1CN([C@H](C)CO)C(=O)c2cc(Br)cnc2O[C@@H]1CN(C)C(=O)C1CCOCC1,-1
N#Cc1ccccc1CSc1nc(O)cc(=O)[nH]1,0
O=C(NC1CCCc2ccccc21)c1ccc(CNc2c(N3CCOCC3)c(=O)c2=O)cc1 (stereo not given),-3
CCOC(=O)C(Cc1ccccc1)NC(=O)CCc1c(C)nc2ncnn2c1C (stereo not given),-1
Nc1nonc1C(=Nc1ccc(Br)cc1)NO,-1
COc1ccc(Cc2nnc(NC(=O)c3ccc(OC)c(OC)c3)s2)cc1,2
CSc1nc(-c2ccccc2)nc(N2CCCC2)c1C(C)=O,0
# The listing continues.
SMILES,TbREL1 inh
Cc1c(-n2c(CN3C(=O)c4ccccc4C3=O)nc3ccccc3c2=O)c(=O)n(-c2ccccc2)n1C,1
Cc1ccc(Sc2nc(-c3ccccc3)nnc2C(F)(F)F)cc1,4
O=C(/C=C/c1cccc([N+](=O)[O-])c1)Nc1ccccn1,2
CN1CCN(C(=S)NC(=O)c2ccccc2Br)CC1,-5
O=C(C1CC(=O)N(c2ccccc2)C1)N1CCN(C2=NS(=O)(=O)c3ccccc32)CC1 (stereo not given),-2
O=C(Nc1ccccc1Cl)Nn1cnnc1,1
Cc1ccc(S(=O)(=O)Nc2c(NC3CCCCC3)c3ccccc3oc2=O)cc1,-3
CCN1C(=N)N(c2ccccc2)C(=O)C(CC)(CC)C1=O,4
CNC[C@H](CC1CCCCC1)NC[C@H](NCCC1CCCC1)[C@H](C)O,3
O=C1C2CC=CCC2C(=O)N1c1cccc(OS(=O)(=O)c2ccc3ccccc3c2)c1 (stereo not given),-1
Cc1nc2c(=O)n(-c3ccc(F)cc3F)nc(C)c2s1,5
CCN1C(=O)[C@H]2[C@@H](c3ccc(C)cc3)N3C(=O)N(c4ccc(OC)cc4)C(=O)[C@@]3(Cc3ccccc3)[C@H]2C1=O,-3
CCOC(=O)C1=C(O)C(=O)N(c2ccc(S(N)(=O)=O)cc2)C1c1ccc(Br)cc1 (stereo not given),-2
COC(=O)C1=C(C(=O)OC)[C@@H]2N(Cc3ccccc3)c3ccccc3[C@@]23C[C@@H](C(=O)OC)N(C(=O)c2cc(C)oc2C)C3=N1,-1
COc1cc(OC)c(S(=O)(=O)Nc2ccccc2N2CCCCC2)cc1NC(C)=O,0
Cc1cccc(N(CC(=O)NC(C)(C)C)C(=O)CNC(=O)c2cccs2)c1,-1
CC1CCc2sc(C(=O)NNC(=S)NC3CC3)cc2C1 (stereo not given),-1
CCOC(=O)C1CCCN(C(=O)c2cccc(S(=O)(=O)N3CCCC3)c2)C1 (stereo not given),4
C=CCNS(=O)(=O)NC(=O)C1=C(N2CCCC2)COC1=O,0
CSCCC(NC(=O)c1ccc(Cl)cc1Cl)C(=O)N1CC(C)OC(C)C1 (stereo not given),0
CC(=O)Nc1ccccc1OCc1cnc(Cl)s1,-1
CCOc1ccc(C(=O)NC(C)CCc2ccccc2)cc1 (stereo not given),2
COc1cccc(NC(=O)CCC(=O)Nc2cc(OC)c(NC(=O)c3cccs3)cc2OC)c1,-4
CC[C@H](C)C(N)c1cn([C@@H](CC(N)=O)C(=O)N2CCNCC2)nn1 (stereo not given in full),2
CCOCCCNC(=O)c1cc(-c2ccc(Br)s2)nc2ccccc12,-2

# Some of the entries so far, as tab-separated lines:
Structure	TbREL1 inh
Cc1c(-n2c(CN3C(=O)c4ccccc4C3=O)nc3ccccc3c2=O)c(=O)n(-c2ccccc2)n1C	1
Cc1ccc(Sc2nc(-c3ccccc3)nnc2C(F)(F)F)cc1	4
O=C(/C=C/c1cccc([N+](=O)[O-])c1)Nc1ccccn1	2
CN1CCN(C(=S)NC(=O)c2ccccc2Br)CC1	-5
O=C(C1CC(=O)N(c2ccccc2)C1)N1CCN(C2=NS(=O)(=O)c3ccccc32)CC1 (stereo not given)	-2
O=C(Nc1ccccc1Cl)Nn1cnnc1	1
Cc1ccc(S(=O)(=O)Nc2c(NC3CCCCC3)c3ccccc3oc2=O)cc1	-3
CCN1C(=N)N(c2ccccc2)C(=O)C(CC)(CC)C1=O	4
CNC[C@H](CC1CCCCC1)NC[C@H](NCCC1CCCC1)[C@H](C)O	3
O=C1C2CC=CCC2C(=O)N1c1cccc(OS(=O)(=O)c2ccc3ccccc3c2)c1 (stereo not given)	-1
Cc1nc2c(=O)n(-c3ccc(F)cc3F)nc(C)c2s1	5
CCN1C(=O)[C@H]2[C@@H](c3ccc(C)cc3)N3C(=O)N(c4ccc(OC)cc4)C(=O)[C@@]3(Cc3ccccc3)[C@H]2C1=O	-3
CCOC(=O)C1=C(O)C(=O)N(c2ccc(S(N)(=O)=O)cc2)C1c1ccc(Br)cc1 (stereo not given)	-2
COC(=O)C1=C(C(=O)OC)[C@@H]2N(Cc3ccccc3)c3ccccc3[C@@]23C[C@@H](C(=O)OC)N(C(=O)c2cc(C)oc2C)C3=N1	-1
COc1cc(OC)c(S(=O)(=O)Nc2ccccc2N2CCCCC2)cc1NC(C)=O	0
Cc1cccc(N(CC(=O)NC(C)(C)C)C(=O)CNC(=O)c2cccs2)c1	-1
CC1CCc2sc(C(=O)NNC(=S)NC3CC3)cc2C1 (stereo not given)	-1
CCOC(=O)C1CCCN(C(=O)c2cccc(S(=O)(=O)N3CCCC3)c2)C1 (stereo not given)	4

# Next entries:
SMILES,TbREL1 inh
O=C(NNC(=S)Nc1ccc(F)cc1)c1cccc([N+](=O)[O-])c1,-2
COC(=O)C1=C(C)N(C)C(=NCc2ccccc2C(F)(F)F)NC1c1cccc(F)c1 (stereo not given),13*
CN(CC(=O)Nc1ccccc1Cl)C(=O)c1ccc(-c2cccc(C(F)(F)F)c2)o1,3
O=C(Cn1c(SCC(=O)NC2CCCC2)nnc1-c1ccncc1)Nc1ccc2c(c1)OCO2,8
CCOC(=O)c1sc(=S)n(-c2cc(F)ccc2F)c1N,6
O=C(Nc1cccc(C(F)(F)F)c1)c1ccc2nc(-c3ccco3)c(-c3ccco3)nc2c1,0
COc1ccc(NC(=O)C2CC(=O)N/C(=N/N=C/c3ccco3)S2)cc1 (stereo not given),-1
COc1ccc(CNC(=O)CSc2nccn(-c3ccc(F)c(F)c3)c2=O)cc1,-1
O=C1CCC(/C=C/c2ccccc2)=NN1Cc1ccccc1Cl,1
Brc1ccccc1Cn1nnc(-c2ccc(N3CCOCC3)cc2)n1,1
CC(=O)[C@@H]1[C@@H](C(=O)c2ccc(F)cc2)[C@]2(C(=O)Nc3ccccc32)[C@H]2C=Cc3cc(F)ccc3N12,-3
Cc1nc(Cl)c2c(n1)NC(=O)CO2,2
C=C(C)c1nc(N)nc(N)n1,6
O=C(COC(=O)c1cc([N+](=O)[O-])ccc1NCCO)NCc1cccs1,4
COc1ccc(S(=O)(=O)N2CCN(c3ccc(C)cc3C)CC2)cc1OC,-2
CCCCSc1nnc2nc(C)cc(C)n12,-2
COc1cc(OC)cc(C(=O)Nc2nc(CC(=O)NCCc3ccccc3)cs2)c1,0
CC1(OC(=O)CCc2ccccc2)C(=O)C=C2C=C(c3ccc(C#N)cc3)N(CCc3c[nH]c4ccccc34)C=C2C1=O (stereo not given),-3
NS(=O)(=O)c1cc(C(=O)Nc2ccc3c(c2)OCCCO3)ccc1Cl,2
COc1ccc(-c2nnn(CC(=O)NCCc3c[nH]c4ccccc34)n2)cc1OC,-3
O=C(CCCCC(=O)NNC(=O)COc1ccccc1)NNC(=O)COc1ccccc1,1
Cc1ccc(CNC(=O)C2c3ccccc3C(=O)N3CCc4ccccc4C23)o1 (stereo not given),-4
O=C(O)Cc1ccc(NC(=O)Nc2cccc3ccccc23)cc1,-1
CC1SC(=NC(=O)C(C)N2C(=O)c3ccccc3C2=O)NC1=O (stereo not given),7
Cc1ccc(N(CC(=O)NCC2CCCO2)C(=O)CCC(=O)Nc2nccs2)cc1 (stereo not given),0
# Next part:
SMILES,TbREL1 inh
CC(Sc1nnc(-c2ccncc2)n1C)C(=O)NCC1CCCO1 (stereo not given),1
CC(=O)Nc1cccc(-c2nnc(SCC(=O)n3c4c(c5ccccc53)CCCC4)n2C)c1,-5
Cc1c(C(=O)OCC(=O)N(C)C2CCS(=O)(=O)C2)oc2ccc(Br)cc12 (stereo not given),0
COC(=O)c1c(-c2cccc(C)c2)csc1N,-4
CCOc1cc(N2CCOCC2)c(OCC)cc1NC(=O)c1ccc(C)cc1,-1
COc1ccccc1NC(=S)NCCSc1ccc(Cl)cc1,0
CCn1c2ccccc2c2cc(NC(=O)c3cc(C)on3)ccc21,1
O=C(CSc1nc2ccccc2nc1N1CCCCC1)N1CCN(S(=O)(=O)c2cccc([N+](=O)[O-])c2)CC1,-1
CCC(=O)Nc1ccc(-c2nnc(SCC(=O)N3CCCCC3)n2C)cc1,2
CC1CCCN(CCOc2ccc(Br)cc2)C1 (stereo not given),4
Cc1cc(-c2ccccc2)n2nc(N)nc2n1,5
O=C(CCC1N=C2c3ccccc3N=C(SCc3ccc(Cl)cc3)N2C1=O)NCc1ccco1 (stereo not given),0
CC1(C(=O)Nc2nnc(C(C)(C)C)s2)Cc2ccccc2C(=O)O1 (stereo not given),-1
O=C(CCc1nc(-c2ccccc2F)no1)NCCc1ccccc1F,-3
CCc1nc2ccc(C(=O)NCCC(C)C)cn2c1N(C)Cc1ccc(OC)cc1,4
CC(C)CCN1C(=O)c2cccc3c(N)ccc(c23)C1=O,-13
Cc1ccc(S(=O)(=O)Nc2cc(C(=O)NCCN(C)C)ccc2N2CCCC2)cc1,-2
OC(c1ccc(Cl)c(F)c1)c1ncc(-c2ccccc2F)[nH]1 (stereo not given),2
C=CCOC(=O)C(C#N)c1nc2ccccc2nc1N1CCCC1 (stereo not given),-1
CSCCC(NC(=O)c1ccccc1Br)C(=O)NCCCn1nc(C)cc1C (stereo not given),-2
Cc1ncc([N+](=O)[O-])n1CCOC(=O)C12CC3CC(CC(C3)C1)C2,3
O=C1/C(=C/c2ccccc2)CCC1C1CCCC1 (stereo not given),4
C(=NOCCc1ccccc1)c1ccccn1,-1
CC(C)(C)S(=O)(=O)N1Cc2cc(CO)ccc2[C@H]1CCO,0
CC1CCN(C(=O)COc2cccc3c2CCN(Cc2ccccc2)C3=O)CC1,5
# Going on with the list.
SMILES,TbREL1 inh
Clc1ccc(CSc2nncn2-c2ccccn2)cc1,0
CCn1c(CC(=O)Nc2cccc(OC)c2)nnc1SCC(=O)N1CCN(c2ccccc2)CC1,-5
O=C(c1ccco1)N1CCCC(Nc2ccc3c(c2)OCCO3)C1 (stereo not given),-6
O=C(CCN1CCN(c2ccccc2F)CC1)Nc1cccc(F)c1,1
CCC(C)Sc1cc(-c2nc3cc(C)ccn3c2NC2CCCCC2)ccc1OC (stereo not given),-3
CCOc1cc(/C=N/Nc2nc(N3CCCC3)nc(N3CCCC3)n2)ccc1O,-6
Cc1sc(NC(=S)NC(=O)c2cccs2)nc1-c1ccc(C(C)C)cc1,5
Cc1ccc2sc(NNC(=O)c3ccc4c(c3)OCCO4)nc2c1C,-1
COc1ccc(/C=C/C(=O)Nc2sc3c(c2C(=O)NCc2cccnc2)CCCC3)cc1,-1
Cn1nc(-c2ccc(OCC(=O)Nc3ccccc3)cc2)c2ccccc2c1=O,-1
CCC(c1nnnn1C1CCCC1)N(Cc1cccs1)Cc1cc2cc(C)ccc2[nH]c1=O (stereo not given),2
O=C(C1CC1)N1CCc2cc(S(=O)(=O)N3CCCc4ccccc43)ccc21,-3
Clc1ccc(C2CC(c3cccs3)n3ncnc3N2)c(Cl)c1 (stereo not given),1
COc1cc(/C=C/c2ccc3cccc(O)c3n2)c(Br)cc1O,-4
Cn1c(Cn2c(=O)sc3ccccc32)nnc1SCC(=O)Nc1ccc(Cl)cc1,1
COc1ccc(-n2c(SCC(=O)N3CCCCC3C)nnc2-c2cccnc2)cc1 (stereo not given),1
COc1cccc(-c2cnc3c(NC=O)cc(-c4ccccc4)cn23)c1,-1
CCc1ccc(N2CC(C(=O)OCC(=O)Nc3ccc([N+](=O)[O-])cc3)CC2=O)cc1 (stereo not given),1
CN1CCN(C2CN(Cc3cn(Cc4ccc(Cl)cc4)nn3)S(=O)(=O)C2)CC1 (stereo not given),0
O=C(O)COc1ccc(S(=O)(=O)c2ccc(OCC(=O)O)cc2)cc1,-1
CC(=O)NC1C(Oc2ccc(C)cc2)OC2COC(c3ccco3)OC2C1O (stereo not given),-2
O=C(COc1ccc(N2CC(C(=O)O)CC2=O)cc1)Nc1cccc(C(F)(F)F)c1 (stereo not given),0
CC1CCC(NC(=O)CCNC(=O)c2ccc(Br)cc2)CC1 (stereo not given),4
COc1c(F)c(F)c(C(=O)O)c(Nc2cccc(C)c2)c1F,0
C=CCNC(=O)c1onc(CSc2ccccn2)c1C(=O)NCC=C,1

# Screens from PubChem BioAssay.
